AmpC det inh: Promiscuous and Specific Inhibitors of AmpC Beta-Lactamase (assay with detergent) | P00811 | purified AmpC, nitrocefin hydrolysis with detergent | Potency, µM (series often up to 28.7 µM), for the others: at the highest dose activity change, negative = inhibition | 0.09% of 71,000 active | AID 584, 2007; active means well fitted curve in the direction sought with a large enough effect
Target sequence (P00811 whole entry, looked up): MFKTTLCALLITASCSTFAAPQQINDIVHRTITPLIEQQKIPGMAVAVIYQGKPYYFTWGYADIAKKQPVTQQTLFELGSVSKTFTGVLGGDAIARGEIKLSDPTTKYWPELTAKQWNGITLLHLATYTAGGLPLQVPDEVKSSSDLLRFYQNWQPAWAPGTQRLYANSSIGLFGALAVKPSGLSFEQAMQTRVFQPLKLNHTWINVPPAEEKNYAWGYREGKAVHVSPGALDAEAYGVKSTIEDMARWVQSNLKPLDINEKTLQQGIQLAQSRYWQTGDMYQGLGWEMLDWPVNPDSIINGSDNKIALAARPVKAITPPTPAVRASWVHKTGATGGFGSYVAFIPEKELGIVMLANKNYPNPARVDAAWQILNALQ
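E. coli AmpC (5.3 nM) in 20 mM phosphate pH 7.0 with 0.01% Triton X-100, preincubated 15 min RT with compound; nitrocefin (2 uL of 800 uM stock) hydrolysis followed by 480 nm absorbance every 20 s over 4 min.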
Active calls of the source: *; [ ] = remark or other dose. On the % scale 0 is the no-effect control and ±100 the full control effect; potency means the concentration at half of the fitted maximal effect. This is a subset; count on the stated rates, not on these rows.

SMILES | AmpC det inh
CCCN1C(=O)NC2(O)C(=O)c3ccccc3C12O (configuration not stated) | 12%
CC(C)NC(=O)c1ccccc1NC(=O)CN(c1ccc2c(c1)OCO2)S(C)(=O)=O | -2%
c1ccn2c(SCc3ccc4c(c3)OCCO4)nnc2c1 | 9%
COC(=O)[C@H](Cc1ccccc1)NC(=O)[C@@H](N)CC(=O)O | 10%
Cc1occc1-c1nnc(SCC(=O)c2ccc(F)cc2)n1Cc1ccco1 | -5%
Cc1ccc(N(CC(=O)N2CCc3ccccc32)C2=NC(=O)CS2)cc1 | 12%
Cc1ccc(C(=O)CC2(O)C(=O)N(Cc3ccc4c(c3)OCO4)c3ccccc32)cc1 (configuration not stated) | -9%
CCN(CC)S(=O)(=O)c1ccc(S(=O)(=O)N2CCN(CCC#N)CC2)cc1 | 11%
COCCN(CCOC)C(=O)c1cc2c(=O)n3ccccc3nc2s1 | 10%
NCCNS(=O)(=O)c1ccc(N)cc1 | -3%[5.75 µM]
CCOC(=O)CSc1nnc(-c2ccncc2)o1 | 1%
CCc1ccc(OC)c(S(=O)(=O)Nc2ccccc2C)c1 | -4%
O=C(O)CCc1nnc2n(Cc3ccc(F)cc3)c(=O)c3ccccc3n12 | 11%
Cc1ccc(Nc2nc(N)nc(CN3CCN(C)CC3)n2)cc1 | 0%
O=C(OCC(F)(F)C(F)F)c1ccccc1C(=O)Oc1ccc(F)cc1F | 1%
O=C(c1cccs1)N(Cc1ccco1)Cc1cc2ccccc2[nH]c1=O | -3%
CCC1(C)Cc2c(sc3c2c(=O)n(C)c2nnc(SCC(=O)c4ccccc4)n32)CO1 (configuration not stated) | -5%
C[C@@](N)(C(=O)O)c1cccc(CC(=O)O)c1 | -1%
CC1Cc2cc(/C(O)=C3/C(=O)C(=O)N(CCCN(C)C)C3c3ccncc3)ccc2O1 (configuration not stated) | -5%
CCC12CN(C(=O)c3ccc(OC)cc3)CC(CC)(CN(C(=O)c3ccc(OC)cc3)C1)C2=O | 9%
Cc1c(C(=O)Nc2ccccc2)sc2nc(-c3ccccc3)cn12 | -2%
O=C(CC1(O)C(=O)N(Cc2ccccc2Cl)c2ccccc21)c1ccco1 (configuration not stated) | -5%
CC1CN(c2ccccc2)C(=O)CS1 (configuration not stated) | -7%
COc1ccccc1OC(=O)c1ccc(SC)cc1OC | -5%
CC(=O)c1cccc(NC(=O)CSc2nnc(-c3ccc(S(=O)(=O)N4CCCC4)cc3)o2)c1 | 11%
Cc1cc(Nc2ccc(O)cc2)ccc1N | 11%
COc1ccccc1C(=O)NCCn1ccc2ccccc21 | -5%
O=C1c2ccccc2NC(c2ccccc2)N1c1ccc(O)cc1 (configuration not stated) | 8%
CN1CCN(C(=O)OC2c3nccnc3C(=O)N2c2ccc(Cl)cn2)CC1 (configuration not stated) | 12%
COc1cccc(Cn2c(=O)c(-c3cc(F)cc(F)c3)nc3cnc(N4CCN(C)CC4)nc32)c1 | 18%
COc1cc2c(cc1OC)C1=C(C#N)CC/C(=N\S(=O)(=O)c3ccccc3)N1CC2 | 13%
Cc1cccc(OCCOC(=O)C2CCN(S(=O)(=O)c3cccs3)CC2)c1 | 13%
O=C(c1ccco1)N1CCC[C@@]2(CCN(Cc3ccccc3)C2)C1 | 0%
O=C(C1CC1)N1CCc2cc(Br)cc(S(=O)(=O)N3CCOCC3)c21 | -3%
COc1ccc(OCC(O)COc2ccc(OC)cc2)cc1 | -1%
CN(C(=O)CCN1C(=O)C(C)(C)Nc2ccccc21)c1ccccc1 | -3%

Reprinted at random: 4 records from the list, in no set order.
SMILES | AmpC det inh
CN1CCN(C(=O)OC2c3nccnc3C(=O)N2c2ccc(Cl)cn2)CC1 (configuration not stated) | 12%
CN(C(=O)CCN1C(=O)C(C)(C)Nc2ccccc21)c1ccccc1 | -3%
O=C(c1ccco1)N1CCC[C@@]2(CCN(Cc3ccccc3)C2)C1 | 0%
CCOC(=O)CSc1nnc(-c2ccncc2)o1 | 1%

Taken from the results shown, 2 compounds:
SMILES | AmpC det inh
COc1cccc(Cn2c(=O)c(-c3cc(F)cc(F)c3)nc3cnc(N4CCN(C)CC4)nc32)c1 | 18%
COc1cc2c(cc1OC)C1=C(C#N)CC/C(=N\S(=O)(=O)c3ccccc3)N1CC2 | 13%

Later entries
SMILES | AmpC det inh
COc1cccc(Nc2ncc3ncc(=O)n(C4CC4)c3n2)c1 | -1%
COc1ccc(OC)c(N=c2oc3c(OC)cccc3cc2C(=O)NCc2ccco2)c1 | 0%
Cc1nc2cncnc2n(-c2ccccc2)c1=O | 8%
CCCN1CCN(CCCNC(=O)Cn2ncc3c4ccccc4n(C)c3c2=O)CC1 | 4%
Cc1cccc(C#N)c1 | 13%
COc1cccc(-c2cncnc2NC2CCNCC2)c1 | -4%
Fc1cccc(Cl)c1/C=N\N=C1c2ccccc2-c2ccccc21 | -1%[5.75 µM]
CC(C)(O)C1=NOC(c2ccccc2)C1 (configuration not stated) | -2%
COC(=O)c1cccc(NC2CC(=O)N(c3ccc(OC)c(OC)c3)C2=O)c1 (configuration not stated) | 1%
COC(=O)C1=C(C)NC(=O)CC1c1ccccc1F (configuration not stated) | -1%
Cc1ccc(OP(=O)(Oc2ccc(C)cc2)N2C=Cc3ccccc3[C@H]2C#N)cc1 | 0%[5.75 µM]
COc1cccc(C2=NOC(C(=O)NCc3ccc(F)cc3)C2)c1 (configuration not stated) | -2%
CCOc1ccc(-n2c(O)c(C=NCCN(CC)CC)c(=O)[nH]c2=O)cc1 | 0%
CC(C)c1ncc(C(O)c2cccc3ccccc23)n1C (configuration not stated) | 0%
CC1CN(C)C(C)CC1NCc1ccc2c(c1)OCO2 (configuration not stated) | -4%
CCCCCCn1c(N2CCN(c3cccc(Cl)c3)CC2)nc2c1c(=O)[nH]c(=O)n2C | -3%
CN(C)S(=O)(=O)c1ccc(C(=O)OCc2ccc(C#N)cc2)cc1 | -1%
Cc1nc2cnc(Nc3ccccc3)nc2n(Cc2ccc(F)cc2)c1=O | 0%
CC(=O)OCC(=O)c1ccc2ccn(C(C)=O)c2c1 | 11%
CCN1CCCC1CNC(=O)Cn1ncc2c(=O)oc3ccc(C)cc3c21 (configuration not stated) | 6%
Cc1noc(C)c1-c1nc(N2CCOCC2)c2ccccc2n1 | 19%
CN(C)c1nc(N)nc(CSc2nnnn2C)n1 | -3%
C=CCC1(O)C(=O)Nc2ccccc21 (configuration not stated) | -2%
CC(=O)N1CCc2cc(S(=O)(=O)CCC(=O)N3CCN(c4ccccn4)CC3)ccc21 | -3%
COCCCNc1nc(=S)[nH]c2cc(OC)c(OC)cc12 | 0%
CCOc1ccc(NC(=O)Cn2nnc(-c3ccccc3F)n2)cc1 | -3%
NC(=O)CCS(=O)(=O)CCN1CCCCC1 | 2%
N#Cc1ccc(CN2CC[C@@]3(CCCN(C(=O)c4ccncc4)C3)C2)cc1 | -3%
CCOC(=O)C1CCN(C2CC(=O)N(c3ccc(OCC)cc3)C2=O)CC1 (configuration not stated) | 0%
O=C(CSc1nc2ccccc2o1)NCC(=O)c1ccccc1 | 8%
OC12Oc3ccccc3C=C1N1CCC2CC1 (configuration not stated) | 1%
O=C(O)C1C2C=CC(C2)C1C(=O)N1CCc2ccccc21 (configuration not stated) | 4%
CCOCCc1nnc(NC(=O)CSc2ccccc2)s1 | -5%
O=C(Nc1ccccc1C(=O)OCC(=O)N1CCc2ccccc2C1)c1ccco1 | -8%
CC(C)C(=O)N1c2ccccc2NC2=C(C(=O)CCC2)C1c1ccc(N(C)C)cc1 (configuration not stated) | -2%
COc1ccc2nc(Nc3ccc4c(c3)OCO4)sc2c1 | 38%
O=S(=O)(c1ccc(Oc2ncnc3scc(-c4ccccc4)c23)cc1)N1CCOCC1 | -3%
CC1CCCCN1c1nnc(N)s1 (configuration not stated) | 17%
CN1C(=O)CC(N2CCC(c3nc4ccccc4[nH]3)CC2)C1=O (configuration not stated) | 13%
C=CCn1c(COc2cccc(C)c2)nnc1SCC(=O)NC(=O)NCc1ccco1 | -2%
CC1(C)Cc2cccc(OCC(=O)Nc3cccnc3)c2O1 | 1%
O=C(NCc1cccnc1)C1CCN(S(=O)(=O)c2cccs2)CC1 | 7%
COC(=O)[C@@H]1[C@@H]2C[C@H]3c4[nH]c5ccccc5c4CCN3C[C@@H]2CC[C@@H]1OS(=O)(=O)O | -5%[5.75 µM]
COc1ccc(-c2cc(C(=O)N3CCOCC3)c3cc(C)ccc3n2)cc1 | -8%
O=C(Nc1ccccc1N1CCCCC1)c1ncoc1-c1ccc(F)cc1 | -3%
O=C(NCc1cccs1)c1nc2ncccn2n1 | -4%
O=C1c2ccccc2C(=O)N1CCOCCN1C(=O)c2ccccc2C1=O | 3%
CC1CCOC2(O1)C(=O)N(CN1CCN(c3ccccc3F)CC1)c1ccccc12 (configuration not stated) | 9%

Some of the entries so far, field by field:
O=C(Nc1ccccc1N1CCCCC1)c1ncoc1-c1ccc(F)cc1
  AmpC det inh: -3%
CC1(C)Cc2cccc(OCC(=O)Nc3cccnc3)c2O1
  AmpC det inh: 1%
CC1CCOC2(O1)C(=O)N(CN1CCN(c3ccccc3F)CC1)c1ccccc12 (configuration not stated)
  AmpC det inh: 9%
CN1C(=O)CC(N2CCC(c3nc4ccccc4[nH]3)CC2)C1=O (configuration not stated)
  AmpC det inh: 13%

The list continues:
SMILES | AmpC det inh
CCOC(=O)c1[nH]c(C)c(CN(CCc2ccc(OC)c(OC)c2)C(=O)CCCC(=O)O)c1C | -2%
O=C(Nc1ccc(Cc2ccncc2)cc1)C1CC1 | -3%
CCN(CC)CCCNC(=O)c1cc(-c2cccc(Cl)c2)on1 | -2%
COc1nonc1NC(=O)CSc1nc2ccccc2[nH]1 | -4%
CC1=CC(C)(C)N2C(=O)C3(C(C#N)=C(N)OC4=C3C(=O)CC(C)(C)C4)c3cccc1c32 (configuration not stated) | 12%
CC1(C)CC(=O)C2=C(C1)Nc1ccccc1NC2c1ccc2c(c1)OCO2 (configuration not stated) | 8%
Cc1nc2ncnn2c(C)c1Cc1ccc(Cl)cc1F | 2%
Cc1ccccc1-n1c(SCc2c(C)noc2C)nnc1-c1c[nH]c2ccccc12 | 0%
COc1cccc(C(=O)Nc2ccc(S(=O)(=O)Nc3onc(C)c3C)cc2)c1 | 10%
CCCC12CN3CC(C)(CN(C1)C3c1ccc(OC)cc1)C2=O (configuration not stated) | -1%
CSCCC(NC(=O)OC(C)(C)C)C(=O)NC(CC(C)C)C(N)=O (configuration not stated) | -1%
Cc1ccc(S(=O)(=O)NCCCCCC(=O)Nc2nccs2)cc1 | 12%
CC(C)=CCC/C(C)=C/COc1c2ccoc2cc2oc(=O)ccc12 | 14%
CN1CC(=O)N(CC(=O)NCCc2ccc(F)cc2)c2ccccc2C1=O | 1%
CC1=CC(C)C2C(=O)N(CCCN(C)C)C(=O)C2C1 (configuration not stated) | -6%
Cc1cccc([N+](=O)[O-])c1C | 11%
O=C(O)/C(=C\c1ccncc1)c1cccc2ccccc12 | -7%[5.75 µM]
CCCN(C(=O)c1cccs1)c1nnc(-c2ccncc2)s1 | 0%
Cc1ccnc(Nc2nc3ccccc3o2)n1 | 14%
COc1ccc(CCn2c(O)c(C=NC3CC3)c(=O)[nH]c2=O)cc1OC | -1%
CC(=O)N(C)c1ccc(OCC(O)CN(Cc2ccco2)S(=O)(=O)c2ccc(C)cc2)cc1 (configuration not stated) | -3%
COc1cc2c(cc1OC)CN(S(C)(=O)=O)CC2 | 12%
CCN1CCN(C(=O)c2ccccc2N(C)S(=O)(=O)c2ccc(C)cc2)CC1 | 0%
CCC(C)Sc1nnc(-c2c[nH]c3ccccc23)n1CCOC (configuration not stated) | 11%
CCn1c(=O)cc(SCC(=O)N2CCOCC2)c2ccccc21 | 13%
O=C(CN1C2=NCCCN2c2ccccc21)c1ccc2c(c1)OCO2 | 10%
c1ccc(CN2CCC3(CCc4ccccc43)CC2)cc1 | -2%
Cc1ccc(Cn2nnc3c(=O)n(CC(=O)NCc4ccc5c(c4)OCO5)cnc32)cc1 | -6%
CC(C)N1CC(O)=C(c2nc3ccccc3[nH]2)C1=N | -2%
Cc1sc2nc(C(C)C)nc(SCC(=O)N3CCN(C(=O)c4ccco4)CC3)c2c1C | 0%
O=S(=O)(NCc1cn2ccsc2n1)c1cccs1 | -2%
COC(=O)c1ccc(N2C(=O)c3ccc(OC)c(OC)c3C2=O)cc1 | -2%
O=C(CN1CCCCCC1)OCCN=C1NS(=O)(=O)c2ccccc21 | 1%
COc1ccc(-n2c(SCC(=O)OC(C)C)nnc2-c2ccccn2)cc1 | -1%
CC(C)Oc1ccc(-c2nn(-c3ccccc3)cc2/C=c2\sc3ncnn3c2=O)cc1 | -3%
Cc1ccc2c(c1)c1c3n2CC(=C2C(=O)OC(C)(C)OC2=O)NC3CCC1 (configuration not stated) | -4%
COc1ccc(S(=O)(=O)N(C)c2ccc(OCC(=O)Nc3cc(C)on3)cc2)cc1 | -3%
C=CCOc1c(CNc2nccs2)cccc1OCC | -7%
CN(C)c1cccc(O)c1 | 7%
Cn1c(=O)c2c(nc(N3CCN(c4ccccc4)CC3)n2CCCc2ccccc2)n(C)c1=O | 6%
O=C(Cn1c(=O)oc2cc(S(=O)(=O)N3CCCC3)ccc21)Nc1cccc(C(F)(F)F)c1 | -1%
C(=Nc1cnc2ccccc2c1)c1ccc2ccccc2n1 | -2%[5.75 µM]
O=S(=O)(c1cccc(C(F)(F)F)c1)N(CCCN1CCOCC1)Cc1cccs1 | -3%
O=S(=O)(Nc1ccc2nc(-c3ccc(Br)o3)[nH]c2c1)c1ccccc1 | 10%
Nc1nonc1C(=O)OCC(=O)N1CCOCC1 | 0%
CCCn1c(=N)n(CC(=O)OCC)c2ccccc21 | -1%

Screening data deposited in PubChem by National Center for Advancing Translational Sciences (NCATS).
